MLLE-PAM2 inh: blocks PAM2 peptide binding to the PABP1 MLLE domain; 360,000 tested, 0.36% active; AID 588489; inhibition, % at 20 µM; GST-MLLE / FITC-PAM2 fluorescence polarization; in the data active = inhibition above about 35%, passing the limit was not always enough;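 also: plate controls were DMSO wells with GST-MLLE for no effect and wells lacking GST-MLLE protein for full effect; some results filed as inactive read as strong as hits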
CendR NRP1 mod: modulators of CendR peptide binding to human neuropilin-1. O14786. FAM-RPARPAR peptide binding to NRP-1, fluorescence polarization. inhibition, % at 25 µM. 360,000 tested, 0.85% active;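 active = inhibition or corrected inhibition above about 18%, plus a signal ratio from 0.5 to 1.5, limit read from the data, passing the limit was not always enough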; also: strong numbers were not always called active
Tb MetRS inh: Trypanosoma brucei MetRS inhibition; purified T. brucei MetRS, ATP depletion, Kinase-Glo luminescence; inhibition, % at 11.9 µM; 360,000 tested, 0.4% active;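 active = inhibition above a per-plate cutoff of the control wells' mean inhibition plus 3 SD, cut at about 5.5% in these data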;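 also: 0% = DMSO wells median and 100% = median of wells with control inhibitor compound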
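System: purified T. brucei MetRS enzyme / Detection: Kinase-Glo luciferase luminescence reporting remaining unconsumed ATP / Medium: HEPES buffer with MgCl2, KCl, DTT, spermine, BSA, pyrophosphatase / Replication: singlicate, one well per compound / Evaluation: percent inhibition relative to median high and low control wells / Schedule: 2 h aminoacylation at 25 °C after 15 min preincubation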
MsrA inhibitor: bovine MsrA inhibition. purified bovine MsrA, absorbance read-out. inhibition, % at 15.5 µM. 360,000 tested, 0.75% active; in the data active = inhibition above about 4.5%;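 also: 0% = vehicle wells with enzyme and 100% = reference inhibitor wells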
FAS TE block: FAS thioesterase (human) inhibition; P49327; recombinant FAS-TE, OMFH fluorogenic substrate, fluorescence endpoint; inhibition, % at 15 µM; 360,000 tested, 0.67% active; AID 602261;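 active = compounds whose normalised, plate-corrected inhibition of enzyme fluorescence in the single-dose primary screen is 50% or more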;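 also: 0% = DMSO with enzyme and 100% = substrate without enzyme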
Target sequence (P49327 whole entry, looked up): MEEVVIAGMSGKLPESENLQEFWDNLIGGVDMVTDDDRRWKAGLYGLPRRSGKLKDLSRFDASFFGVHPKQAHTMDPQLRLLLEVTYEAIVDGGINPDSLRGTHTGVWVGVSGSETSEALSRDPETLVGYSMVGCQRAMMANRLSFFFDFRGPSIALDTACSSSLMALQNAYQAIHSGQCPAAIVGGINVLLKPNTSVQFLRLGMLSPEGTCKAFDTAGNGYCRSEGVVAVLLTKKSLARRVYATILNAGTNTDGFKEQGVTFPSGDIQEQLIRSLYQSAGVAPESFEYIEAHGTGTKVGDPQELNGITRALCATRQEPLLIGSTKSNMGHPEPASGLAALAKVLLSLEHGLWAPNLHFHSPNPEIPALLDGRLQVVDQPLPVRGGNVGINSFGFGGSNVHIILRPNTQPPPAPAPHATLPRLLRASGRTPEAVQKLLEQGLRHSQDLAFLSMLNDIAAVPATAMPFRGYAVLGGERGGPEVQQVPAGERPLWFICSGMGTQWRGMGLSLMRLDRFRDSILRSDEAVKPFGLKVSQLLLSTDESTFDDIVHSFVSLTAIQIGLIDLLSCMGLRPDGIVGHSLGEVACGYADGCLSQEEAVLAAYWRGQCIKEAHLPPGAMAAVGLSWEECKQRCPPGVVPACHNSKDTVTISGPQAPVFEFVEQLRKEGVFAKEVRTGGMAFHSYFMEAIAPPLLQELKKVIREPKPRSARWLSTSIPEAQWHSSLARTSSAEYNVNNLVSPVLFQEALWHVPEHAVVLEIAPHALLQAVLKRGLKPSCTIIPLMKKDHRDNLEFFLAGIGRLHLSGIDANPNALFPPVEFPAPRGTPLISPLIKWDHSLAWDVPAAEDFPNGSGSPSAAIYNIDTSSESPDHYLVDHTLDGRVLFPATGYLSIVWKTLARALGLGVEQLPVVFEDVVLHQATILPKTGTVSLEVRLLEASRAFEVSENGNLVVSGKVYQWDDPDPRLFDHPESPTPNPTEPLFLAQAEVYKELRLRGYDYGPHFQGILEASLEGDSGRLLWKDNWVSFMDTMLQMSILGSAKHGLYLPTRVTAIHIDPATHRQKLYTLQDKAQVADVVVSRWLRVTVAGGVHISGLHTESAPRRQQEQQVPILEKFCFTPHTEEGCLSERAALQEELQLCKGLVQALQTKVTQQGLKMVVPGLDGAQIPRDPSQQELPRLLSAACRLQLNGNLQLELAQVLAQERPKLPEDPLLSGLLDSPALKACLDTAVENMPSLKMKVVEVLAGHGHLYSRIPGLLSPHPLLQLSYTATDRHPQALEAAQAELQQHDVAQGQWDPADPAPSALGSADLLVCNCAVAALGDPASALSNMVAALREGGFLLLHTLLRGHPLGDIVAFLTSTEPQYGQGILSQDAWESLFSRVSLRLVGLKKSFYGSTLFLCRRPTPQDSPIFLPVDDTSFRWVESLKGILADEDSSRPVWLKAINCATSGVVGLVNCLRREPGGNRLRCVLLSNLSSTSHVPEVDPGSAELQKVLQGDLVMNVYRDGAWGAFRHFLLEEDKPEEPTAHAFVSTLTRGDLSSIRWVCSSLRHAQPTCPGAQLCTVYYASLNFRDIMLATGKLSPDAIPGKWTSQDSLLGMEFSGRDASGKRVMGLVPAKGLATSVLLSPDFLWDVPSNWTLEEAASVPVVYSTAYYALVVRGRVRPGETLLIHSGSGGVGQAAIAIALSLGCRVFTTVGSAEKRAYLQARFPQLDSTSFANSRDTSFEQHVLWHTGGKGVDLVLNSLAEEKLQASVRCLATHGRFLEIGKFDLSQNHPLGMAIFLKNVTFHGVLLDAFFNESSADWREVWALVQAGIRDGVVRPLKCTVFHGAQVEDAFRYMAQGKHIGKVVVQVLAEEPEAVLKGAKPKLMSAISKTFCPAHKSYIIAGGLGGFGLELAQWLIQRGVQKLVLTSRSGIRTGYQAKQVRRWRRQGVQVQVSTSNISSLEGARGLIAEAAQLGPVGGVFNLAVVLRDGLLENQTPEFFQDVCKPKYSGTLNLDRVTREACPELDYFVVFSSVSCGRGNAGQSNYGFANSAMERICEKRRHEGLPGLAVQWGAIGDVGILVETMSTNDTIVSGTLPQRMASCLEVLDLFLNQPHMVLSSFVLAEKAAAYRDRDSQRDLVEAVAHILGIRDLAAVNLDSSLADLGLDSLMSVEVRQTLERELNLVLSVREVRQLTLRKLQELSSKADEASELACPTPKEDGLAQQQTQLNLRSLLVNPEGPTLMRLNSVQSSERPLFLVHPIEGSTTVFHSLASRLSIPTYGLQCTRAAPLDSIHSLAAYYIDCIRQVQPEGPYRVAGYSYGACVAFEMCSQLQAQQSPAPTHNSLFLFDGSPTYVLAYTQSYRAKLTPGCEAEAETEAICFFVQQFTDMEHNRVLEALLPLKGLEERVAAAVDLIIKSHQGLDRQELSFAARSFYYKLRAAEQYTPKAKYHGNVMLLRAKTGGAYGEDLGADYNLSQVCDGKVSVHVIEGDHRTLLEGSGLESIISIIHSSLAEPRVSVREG
E coli Lon inh: inhibits E. coli Lon protease. inhibition, % at 7.94 µM. 360,000 tested, 0.42% active. P0A9M0. purified E. coli Lon protease, fluorescence polarization; in the data active = inhibition above about 13%, passing the limit was not always enough;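 also: 0% = enzyme with probe and DMSO and 100% = no enzyme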
MT1-MMP act inh: blocks activation of human MT1-MMP. HT1080 RFP-PRO-GFP cells, GFP/RFP ratio fluorescence, overnight; percent of plate control window, DMSO zero. GFP/RFP ratio change, % at 20 µM. AID 651647. 360,000 tested, 0.061% active. P50281;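 active = GFP/RFP ratio change of at least 30% with cell ATP level not reduced by more than half and red fluorescence within 50% of control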; also: strong numbers were not always called active
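Assay system – RFP-PRO-GFP reporter HT1080 cells · Compound dosing – single dose of 20 µM compound, 1% DMSO final · Incubation – overnight compound exposure at 37 °C · Measure – GFP/RFP fluorescence ratio · Benchmarks – DMSO wells and RFP-L50D-GFP cells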
SKN-1 inh: C. elegans SKN-1 inhibition. C. elegans VP596 Pgst-4::GFP/RFP ratio, acrylamide-induced, 24 h. inhibition, % at 21.8 µM. 360,000 tested, 0.49% active. AID 624304;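 active = interference check ratio from 0.5 to 1.5 plus GFP to RFP signal ratio inhibition reaching or exceeding a fixed threshold, cut at about 30% in these data, passing the limit was not always enough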; also: some compounds called inactive have numbers as strong as hits
MsrA act: bovine methionine sulfoxide reductase A activation; purified bovine MsrA, absorbance read-out; activation, % at 10.6 µM; 360,000 tested, 0.3% active; AID 602163; in the data active = activation above about 7.5%;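 also: 0% = vehicle and 100% = reference activator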
* hit, by the source's call; / = not tested or not shown.

SMILES | MLLE-PAM2 inh | CendR NRP1 mod | Tb MetRS inh | MsrA inhibitor | FAS TE block | E coli Lon inh | MT1-MMP act inh | SKN-1 inh | MsrA act
Cc1cc2c(OCC(O)CNC(C)(C)C)cccc2[nH]1 (stereo not given) | 7.9 | -2.4 | -0.5 | 1.0 | -5.1 | -6.1 | 2.3 | 13.2 | -4.3
CN(CC(=O)Nc1cccc(F)c1)C(=O)Cn1cnc2c1c(=O)n(C)c(=O)n2C | -76.0 | 8.2 | -0.2 | 0.4 | -3.8 | -8.5 | 2.9 | -12.4 | -0.9
COCCSc1nc(N)c2c3c(sc2n1)CN(C)CC3 | -14.5 | -18.1 | 1.0 | 1.5 | -2.5 | -3.0 | -2.8 | 0.3 | -3.2
Cc1ccc2c(c1)N(CC(=O)NCc1cccs1)C(=O)C(C)O2 (stereo not given) | 5.3 | 1.6 | -0.3 | -0.1 | -1.6 | -4.7 | -3.8 | 9.3 | -2.3
COc1cc(CC(=O)OCC(=O)N2CCN(C(=O)c3ccco3)CC2)cc(OC)c1OC | -7.2 | 2.8 | -0.2 | 0.1 | -8.0 | 7.3 | -6.2 | -5.8 | -3.1
CCN(CC)CC(=O)Nc1ccc2c(c1)Nc1ccccc1CC2 | 1.8 | -25.5 | 0.7 | 3.2 | 5.7 | -1.1 | 6.2 | 2.7 | -0.9
CCCn1nnnc1SCC(=O)NCc1ccc(OC)cc1 | 5.0 | -5.0 | 0.6 | 0.5 | -7.3 | -3.7 | 2.3 | 3.6 | -4.2
CCCC(=O)Oc1ccc(C2NC(=O)c3ccccc3O2)cc1 (stereo not given) | -12.0 | 9.0 | -0.9 | 1.1 | -4.1 | -7.5 | 0.2 | 10.6 | -5.8
O=C(NC(=S)Nc1ccc(NC(=O)c2cccs2)cc1)c1ccc([N+](=O)[O-])cc1 | 34.5 | 18.4 | -0.3 | 0.4 | 16.0 | 2.9 | 6.5 | 0.7 | -3.3
O=C(COC(=O)c1ccc(-n2cnnn2)cc1)c1ccc(Br)cc1 | 7.2 | 0.0 | -0.1 | 0.5 | -1.7 | -2.0 | 4.8 | -8.2 | -4.8
O=C(CCSc1ccccc1)Nc1nc2c(s1)COc1ccccc1-2 | -7.0 | -10.9 | -0.3 | -0.7 | 23.0 | -2.7 | 10.7 | 0.3 | -6.1
Cc1c(C(=O)NCCCN2CCCC2=O)oc2c(Cl)cccc12 | 8.5 | 2.9 | -0.1 | -1.2 | -2.9 | 7.0 | 5.3 | -2.3 | -3.5
CCN(CC)C(=S)SCC(=O)Nc1ccc(F)cc1 | 2.1 | 5.0 | -1.5 | -0.8 | -14.6 | -3.9 | -4.2 | -12.6 | -9.7
COc1ccc(NC(=O)[C@H](C)NC(N)=O)cc1S(=O)(=O)Nc1cc(C)ccc1Br | -0.4 | -12.9 | 0.3 | -0.7 | 2.9 | -4.1 | 5.8 | 6.2 | -3.9
COc1ccc(C(c2c(O)cc(C)oc2=O)c2c(O)cc(C)oc2=O)cc1 | 4.9 | -4.9 | 0.1 | -0.4 | -7.3 | -9.5 | 1.7 | -2.4 | -2.0
O=C(OCc1cccc(C(F)(F)F)c1)c1cc(S(=O)(=O)N2CCOCC2)ccc1F | -17.5 | 7.3 | -0.5 | 0.1 | 33.0 | 3.6 | -1.5 | 11.8 | 1.9
O=C(Nc1cccc2c1C(=O)NC2=O)c1cccc(N2C(=O)CCC2=O)c1 | -22.9 | -5.1 | -0.8 | 0.1 | -8.1 | 3.6 | 0.0 | 2.5 | -5.2
CCN(Cc1ccccc1)C(=O)c1cccc(S(=O)(=O)N2CCN(Cc3ccccc3)CC2)c1 | -19.9 | 15.9 | -0.1 | -0.3 | 13.0 | -8.8 | -1.1 | -0.3 | -1.9
CCN(CC)S(=O)(=O)c1ccc(N2CCOCC2)c(NC(=O)c2cccc3c(=O)c(C)c(-c4ccccc4)oc23)c1 | 9.7 | -0.1 | 0.4 | 2.3 | 36.3 | -10.3 | 8.9 | 6.9 | -4.0
Cc1c(NC(=O)CSc2nc3ccc(Cl)cc3[nH]2)c(=O)n(-c2ccccc2)n1C | -65.2 | 1.3 | 2.9 | -0.9 | 3.4 | 1.1 | 4.5 | 14.4 | 0.3
CCOC(=O)CNC(=O)C(Cc1ccccc1)NC(=O)OCc1ccccc1 (stereo not given) | -10.5 | 0.2 | -1.1 | 0.1 | -5.9 | 6.5 | -2.0 | 0.3 | -9.4
O=[N+]([O-])c1ccc(C=NN2CCNC2=S)o1 | -32.8 | -0.3 | -0.1 | 0.3 | -11.0 | -6.3 | 2.1 | -6.2 | 3.4
COc1ccc(OCC(=O)N2CCC(n3nccc3NC(=O)C3CC3)CC2)cc1 | 1.6 | -6.5 | -0.2 | 0.2 | -4.4 | -6.3 | 3.7 | 7.3 | -3.3
Cc1ccc(-n2c(-c3ccncc3)nnc2-c2ccco2)cc1 | -2.1 | 4.3 | 0.2 | 1.1 | -2.4 | 0.7 | -3.3 | 20.4 | -2.6
COc1ccc(CCNC(=O)c2cc3ccc(Cl)cc3nc2N)cc1 | / | -12.8 | 0.0 | / | -4.1 | -5.3 | -1.5 | 14.9 | -3.5
CC(C)c1cc(C(=O)O)on1 | 13.0 | -1.5 | -1.2 | 0.7 | -8.3 | 1.9 | 3.0 | 4.8 | -8.8
O=C(Cn1c(=O)oc2ccccc21)N1CCCC1 | -10.6 | 15.6 | -1.0 | 1.3 | -7.5 | 4.4 | -4.3 | -1.8 | -9.9
C=CC[n+]1ccn(-c2nc3ccccc3nc2[N-]S(=O)(=O)c2cccs2)c1 | 15.5 | -0.4 | -0.2 | 1.6 | -4.2 | 0.1 | 0.3 | -7.5 | -1.6
COC(=O)c1cccc(C(=O)Nc2ccc(F)cc2)n1 | -14.1 | -10.1 | -2.4 | 0.7 | -6.8 | 4.9 | 0.9 | -1.9 | -9.5
O=c1[nH]nc(N/N=C/c2ccccc2OC(F)F)c(=O)[nH]1 | -11.2 | -9.7 | -0.4 | 5.0* | -8.1 | -8.5 | 12.5 | -2.9 | -4.4

3 entries out of the list above, ordered by the value under MT1-MMP act inh, largest number first.
| structure | MT1-MMP act inh |
| --- | --- |
| O=C(COC(=O)c1ccc(-n2cnnn2)cc1)c1ccc(Br)cc1 | 4.8 |
| Cc1cc2c(OCC(O)CNC(C)(C)C)cccc2[nH]1 (stereo not given) | 2.3 |
| COc1ccc(CCNC(=O)c2cc3ccc(Cl)cc3nc2N)cc1 | -1.5 |

Other structures:
SMILES | MLLE-PAM2 inh | CendR NRP1 mod | Tb MetRS inh | MsrA inhibitor | FAS TE block | E coli Lon inh | MT1-MMP act inh | SKN-1 inh | MsrA act
COc1cccc(CNc2ccc(C)c(Cl)c2)c1 | -5.3 | 5.5 | -0.7 | 1.1 | 37.9 | 0.1 | -3.5 | 1.2 | -4.4
O=C1CC(c2cccc(Cl)c2)Cc2nc(N3CCN(c4ccccc4)CC3)ncc21 (stereo not given) | -3.3 | 11.3 | -0.3 | -0.1 | 9.6 | -18.6 | -1.1 | -8.2 | -3.0
Cc1ccc(S(=O)(=O)Nc2cccc(-n3cnnn3)c2)cc1 | -6.1 | 8.0 | 0.1 | 0.0 | 2.4 | -5.2 | 4.0 | 13.7 | -2.3
O=C(COC(=O)c1cccnc1Cl)Nc1ccc2c(c1)OCCO2 | -5.1 | -1.1 | -0.1 | -0.9 | 1.3 | 9.7 | 3.5 | -10.2 | -0.6
CCOC(=O)C1(C)C=C(Nc2cccc(OC)c2)C(=O)N1c1ccccc1 (stereo not given) | 17.2 | 10.1 | -0.3 | -1.6 | 12.0 | -1.4 | 0.7 | -4.0 | -3.2
CC(C)(C)c1cc(OS(C)(=O)=O)ccc1O | 6.0 | 0.3 | -1.5 | 0.6 | -0.1 | -9.8 | 3.4 | 4.6 | -8.0
COc1ccc(Cl)cc1NC(=O)CSc1nc2ccsc2c(=O)n1CC1CCC(C(=O)O)CC1 (stereo not given) | 8.0 | 0.1 | -0.7 | 0.1 | 5.7 | -1.8 | 12.5 | 13.4 | -9.4
OC(c1ccccc1)c1nc(-c2cccc(C(F)(F)F)c2)cs1 (stereo not given) | -6.8 | 10.0 | 0.1 | -0.9 | 26.9 | -3.8 | -4.9 | 15.0 | 1.2
Cn1c(=O)n(C)c2cc(NC(=O)CCc3ccccc3)c(Br)cc21 | -10.3 | 1.5 | -0.5 | 2.8 | 1.3 | -10.8 | 11.9 | 2.1 | -1.2
O=C1OCc2cc(NC(=O)C34CC5CC(CC(C5)C3)C4)ccc21 | -5.0 | -9.0 | -1.4 | -1.3 | 5.2 | -4.9 | 4.0 | 0.5 | -0.4
O=C1CC(c2ccccc2)Cc2nc3nc(C(F)(F)F)nn3cc21 (stereo not given) | 14.5 | -1.1 | -0.2 | -0.4 | -4.8 | -1.7 | -20.5 | -0.2 | -1.9
O=C(NCc1ccccc1C(F)(F)F)C1CCC(=O)N(C2CC2)C1 (stereo not given) | 3.3 | 2.5 | 0.7 | 0.2 | -6.1 | 2.9 | -0.6 | 21.8 | -2.6
Cc1cc(-c2nnc3n2N=C(c2ccc(F)cc2)CS3)n[nH]1 | -44.8 | -0.2 | -0.7 | -0.3 | -2.8 | 3.8 | 0.9 | -6.9 | -3.4
O=C(CC(C(=O)O)C1CCCO1)NCc1ccccc1 (stereo not given) | 4.1 | 10.9 | -0.2 | 1.2 | -5.1 | 3.5 | 0.8 | 6.1 | -3.5
Cc1cc(Cl)ccc1OCC(=O)OCC(=O)N1CCC(C(N)=O)CC1 | 0.4 | -5.8 | -0.1 | 0.7 | -5.7 | -2.6 | -3.5 | 1.9 | -0.2
COc1ccccc1NC(=S)NC(=O)C1CC1 | 19.7 | -0.1 | -0.5 | 2.3 | -6.6 | 2.1 | -5.3 | -13.6 | -0.8
Cc1nn(-c2ccccc2)c(C)c1/C=N/NC(=O)CSc1nnc(SCc2ccccc2Cl)s1 | -62.9 | 13.0 | -1.0 | -0.6 | 10.7 | -2.9 | -5.2 | 8.3 | -5.5
CCOC(=O)N1CCN(C(=O)c2ccc(S(=O)(=O)c3ccc(C)cc3)c(NC(C)=O)c2)CC1 | 2.1 | 13.8 | 0.5 | 0.2 | -3.2 | -0.1 | 0.8 | 22.4 | 1.1
Cc1c(C(=O)NC2CCCCC2C)oc2ccccc12 (stereo not given) | -13.1 | 5.3 | -0.2 | 0.3 | 5.9 | 1.2 | -1.2 | 29.7 | -1.1
O=C(O)c1ccc(/C=N/NC(=S)NC2CCCCC2)cc1 | 28.4 | -18.9 | -0.3 | 3.6 | 0.3 | 1.7 | -4.8 | 2.1 | -3.8
Cc1ccc(OC(=O)c2ccccc2P(=O)(O)O)cc1 | -8.6 | 5.0 | -0.2 | -0.7 | -7.7 | -2.0 | 0.2 | 6.8 | -1.4
O=c1ccc(-c2ccccc2)nn1Cc1ccc(F)cc1Cl | 0.3 | -6.7 | -0.6 | 0.4 | 20.7 | -11.5 | -6.5 | 14.7 | 0.3
COc1ccc(CN2CCN(Cc3ccccc3F)CC2)c(OC)c1 | -9.8 | -6.0 | -0.7 | 0.1 | 0.1 | -1.5 | -2.3 | 17.7 | 1.8

From PubChem BioAssay
